Wnt act = activates Wnt/beta-catenin signaling in a reporter cell assay | activator, plate reader | activation, % at 9.35 µM | 300,000 compounds, 1.2% hits | AID 743398; in the data active means activation above about 30%, passing the limit was not always enough;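 further: 0% = neutral control wells and 100% = positive control wells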
MOR-DOR ag = agonists of human mu-delta opioid receptor heterodimerization; 340,000 compounds, 0.3% hits; P35372+P41143; AID 504326; cells, OPRM1-OPRD1 heterodimerization, luminescence; activation, % at 9.3 µM; in the data active means activation above about 18%;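 further: 0% = vehicle-treated cells and 100% = reference agonist; values of inactives mirror those of a sister screen read the other way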
Target sequence (P35372 whole entry, looked up): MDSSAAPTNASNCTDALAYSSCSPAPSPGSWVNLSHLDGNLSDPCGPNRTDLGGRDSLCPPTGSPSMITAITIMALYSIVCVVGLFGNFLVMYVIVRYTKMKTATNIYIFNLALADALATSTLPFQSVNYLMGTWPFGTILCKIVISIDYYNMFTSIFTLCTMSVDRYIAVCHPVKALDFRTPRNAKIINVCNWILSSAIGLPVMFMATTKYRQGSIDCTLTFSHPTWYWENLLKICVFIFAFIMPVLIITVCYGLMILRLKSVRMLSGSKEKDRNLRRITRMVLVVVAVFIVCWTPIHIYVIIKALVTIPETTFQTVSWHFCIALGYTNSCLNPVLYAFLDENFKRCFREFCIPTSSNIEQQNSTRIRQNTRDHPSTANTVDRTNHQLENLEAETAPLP
Target sequence (P41143 whole entry, looked up): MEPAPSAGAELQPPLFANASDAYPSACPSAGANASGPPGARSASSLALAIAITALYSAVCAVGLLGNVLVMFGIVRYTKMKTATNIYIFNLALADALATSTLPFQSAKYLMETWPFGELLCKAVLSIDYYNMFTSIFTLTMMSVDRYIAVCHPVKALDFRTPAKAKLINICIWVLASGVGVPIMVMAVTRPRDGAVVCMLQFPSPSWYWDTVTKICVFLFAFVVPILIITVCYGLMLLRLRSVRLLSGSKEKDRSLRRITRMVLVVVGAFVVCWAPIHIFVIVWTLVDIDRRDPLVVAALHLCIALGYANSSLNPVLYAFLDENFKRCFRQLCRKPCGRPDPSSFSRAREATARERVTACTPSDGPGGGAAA
OPRM1-OPRD1 inv = inverse agonist of human OPRM1-OPRD1 heterodimerization | AID 504357 | inhibition, % at 9.3 µM | 340,000 compounds, 0.21% hits | P35372+P41143 | cell-based MOR-DOR heterodimer luminescence, inverse agonism; in the data active means inhibition above about 22%, passing the limit was not always enough;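 further: 0% = cells with DMSO and 100% = wells without cells with DMSO; values of inactives mirror those of a sister screen read the other way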
Keap1-Nrf2 PPI = inhibitors of human Keap1-Nrf2 protein-protein interaction; 340,000 compounds, 0.15% hits; Keap1 Kelch-Nrf2 peptide fluorescence polarization, 1536-well; inhibition, % at 9.4 µM; Q14145; in the data active means inhibition above about 12%;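 further: human Keap1 Kelch domain with fluorescein labeled Nrf2 9mer peptide probe; 0% = neutral control wells and 100% = peptide positive control; higher means more block of Keap1 binding to Nrf2 peptide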
C-LANA FP = KSHV C-LANA DNA binding inhibition. MBP-C-LANA/FAM-LBS DNA binding, fluorescence polarization. inhibition, % at 9 µM. 340,000 compounds, 0.078% hits;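 active means highest replicate inhibition at or above 60% at 9 µM, even if other replicates fall short; inactive means all replicates below 60% inhibition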;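 further: 0% = neutral control wells and 100% = 4 µM acridine orange control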
Arr AP2 block = blocks beta-arrestin peptide binding to AP2 adaptin | FITC-arrestin peptide / GST-AP2 beads, flow cytometry; AP2 beta2 appendage carries R879A mutation | inhibition, % at 10 µM | 340,000 compounds, 0.31% hits;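 active means inhibition above a set limit, near 3 SD of compounds lacking own fluorescence, cut at about 54% in these data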;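 further: plate controls were DMSO wells for no effect and 5 µM unlabelled arrestin peptide for full effect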
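Material – GST-tagged AP2 beta2-adaptin appendage (R879A) on 4 µm glutathione beads · Probe or stimulus – fluorescein-tagged arrestin peptide at 50 nM final · Timing – 12 min plus 1 h, RT · Detection – bead flow cytometry, FITC channel · Read-out basis – inhibition as reduced fluorescein signal on beads, percent · Medium – PBS plus Tween 20 (0.05%) and BSA (0.1%)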
V-ATPase pHluor = regulators of yeast V-ATPase proton transport; 350,000 compounds, 0.37% hits; response, % at 10 µM; AID 504577; S. cerevisiae, pHLuorin cytosolic pH fluorescence; in the data active means response mostly above about 7.3%, no sharp cut-off; inactive means mostly below about 5.4%; further: actives read high; inactives centre near 0; some compounds called inactive have numbers as strong as hits; reference of the scale not given here
cardiac RTF act = cardiac RTF calcium sensitization; P19429+P45379; IANBD-labeled TnC RTF fluorescence at EC20 calcium; 0% EC20 calcium, 100% full calcium; activation, % at 7.2 µM; 340,000 compounds, 0.24% hits; AID 493008;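 active means activation above the mean over all tested compounds plus 3 SD, cut at about 30% in these data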;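 further: rise in fluorescence read as greater calcium sensitivity of cardiac thin filaments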
RTF Ca sens inh = cardiac RTF calcium desensitization; IANBD-labeled cardiac RTF, Ca2+ fluorescence; 340,000 compounds, 0.12% hits; inhibition, % at 7.15 µM;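 active means inhibition above the mean inhibition of all tested compounds plus 3 SD, cut at about 17% in these data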;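 further: assay run at fixed EC70 calcium of 1.6 mM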
Pemphigus Ab inh = blocks pemphigus antibody binding to human desmoglein-3. 310,000 compounds, 0.48% hits. DSG3-coupled beads, scFv-anti-DSG3-GFP binding, flow cytometry; stronger effect = lower value. P32926. binding (percent of control), % at 10 µM;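 active means binding more than 3 SD below its plate's average and above zero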; further: some compounds called inactive have numbers as strong as hits
The depositor's hits bear a star; . = no result given.

SMILES	Wnt act	MOR-DOR ag	OPRM1-OPRD1 inv	Keap1-Nrf2 PPI	C-LANA FP	Arr AP2 block	V-ATPase pHluor	cardiac RTF act	RTF Ca sens inh	Pemphigus Ab inh
O=C(NC1CCCCC1)Oc1cc2oc(=O)sc2cc1Cl	11.4	-1.5	8.0	-9.9	-0.1	42.2	-0.3	-1.1	-1.5	94.4
CCS(=O)(=O)N1CCCC(C(=O)N2CCC3(CC2)OCCO3)C1 (stereo unspecified)	-1.6	0.7	-3.8	0.9	0.4	0.6	0.7	10.8	9.0	100.1
N#Cc1ccc(NC(=O)CN2C(=O)NC3(CCCCCCC3)C2=O)cc1Cl	-3.2	-2.6	10.4	-1.8	0.3	-1.3	4.8	-2.7	-1.5	.
Cn1c(O)c(C(=Nc2ccccc2)SCc2ccccc2Cl)c(=O)n(C)c1=O	8.8	3.9	-19.7	-4.3	2.7	-7.3	8.9	12.3	-3.7	110.8
CC(=O)Nc1ccc(S(=O)(=O)N2Cc3cnnn3-c3ccccc3C2C#N)cc1 (stereo unspecified)	-1.6	-0.9	4.3	0.4	0.5	25.5	3.4	-6.7	-3.4	110.7
COc1ccc(-c2nn(CCC#N)cc2C(=O)Nc2cccc([N+](=O)[O-])c2)cc1OC	-0.4	-1.8	9.4	2.0	-0.3	-9.4	-1.4	-3.6	-3.3	104.9
CCOc1ccc(NC(=O)c2ccc(NC(=O)COC(=O)Cc3ccccc3)cc2)cc1	-6.0	0.9	-6.1	-2.7	0.8	9.1	1.0	-1.0	-1.4	87.9
O=C(c1ccccc1)c1cn(CC(=O)N2CCOCC2)c2ccccc12	.	-1.4	8.7	1.6	0.8	-4.0	-1.1	0.5	-5.8	90.2
O=C1NC(=O)C(CCc2ccccn2)(Cc2ccc3c(c2)OCO3)C(=O)N1CCc1ccccc1 (stereo unspecified)	-2.8	2.0	-11.5	-6.6	-0.7	15.8	0.2	-0.6	-0.3	91.9
Cn1c(O)c(C=NC2CC(C)(C)NC(C)(C)C2)c(=O)n(C)c1=O	-3.0	1.9	-11.5	-4.1	-0.1	1.0	-1.0	8.9	-3.7	106.2
C/C(CC(c1ccccc1)c1c(O)c2ccccc2oc1=O)=N\NC(N)=S (stereo unspecified)	2.0	-0.7	4.1	-2.4	1.5	34.1	1.6	0.3	-3.8	97.6
CC(C)NS(=O)(=O)c1ccc(OCC(=O)N2CCN(Cc3ccc4c(c3)OCO4)CC2)c(Cl)c1	.	2.6	-15.1	-4.5	-1.4	6.5	-1.1	-2.2	1.0	122.6
Cc1c(C(=O)c2cccc3ccccc23)c2cccc3c2n1[C@H](CN1CCOCC1)CO3	-0.4	-1.4	7.5	5.8	-3.6	20.1	4.6	-4.0	-3.6	100.6
CN(C)CCN(CC1CCCN(Cc2ccccc2F)C1)C(=O)Cc1ccc(F)c(F)c1 (stereo unspecified)	-2.1	0.7	-3.2	-0.4	-4.4	2.3	-1.4	-6.9	-1.4	116.6
CSc1nc2ccc(C)cc2c(=O)n1-c1cccnc1	-1.0	0.1	-0.6	-2.8	0.3	11.9	-2.3	-1.7	-3.5	112.9
COc1ccc(-n2c(C)nc3ccccc3c2=O)c([N+](=O)[O-])c1	0.4	-2.1	10.4	3.1	-2.6	0.0	-0.1	-2.1	1.1	123.2
COc1ccc(OC)c(NC2=NCCCS2)c1	-2.5	-1.5	6.6	-4.8	-0.7	8.1	1.9	1.4	-6.3	.
Oc1cc(Cl)c(Cl)c(Cl)c1Cl	3.3	-1.3	6.7	1.4	-0.6	36.4	-3.6	0.8	-0.2	98.5
O=c1c2ccccc2nc(CNc2ccccc2)n1-c1ccccc1	-0.5	-1.2	6.2	0.4	-0.1	7.4	1.3	-0.4	-0.8	97.1
Clc1cccc(N2CCNCC2)c1Cl	-5.3	-0.4	2.0	0.6	-0.6	-6.8	0.1	-1.4	-5.5	100.9
Cc1ccc(/C=C2/C(=O)NC(=O)N(C)C2=O)cc1	-3.4	0.1	-0.2	2.5	5.8	2.9	5.5	-2.4	-8.0	101.8
COc1cc(OC)c(OC)cc1/C=C1\C(=O)NC(=O)N(Cc2ccccc2)C1=O	-2.2	-1.3	6.6	-6.6	-0.1	7.3	-0.1	-0.1	-3.9	107.2
C=Cn1ccnc1P(=S)(c1ccccc1)c1nccn1C=C	-1.4	-2.9	14.3	-3.7	0.5	7.4	-2.3	2.1	-6.9	88.9
O=C1N(CN2CCOCC2)c2ccccc2C1(O)c1c[nH]c2ccccc12 (stereo unspecified)	.	-2.8	14.3	-2.6	-1.3	24.0	-1.8	2.1	-8.2	.
COc1cc2c(c(OC)c1O)-c1ccc(OC)c(=O)cc1C(NC(=O)C(F)(F)F)CC2 (stereo unspecified)	-10.0	0.2	-0.9	-1.4	2.8	16.7	-9.2	2.0	-3.5	94.1

Next section
SMILES	Wnt act	MOR-DOR ag	OPRM1-OPRD1 inv	Keap1-Nrf2 PPI	C-LANA FP	Arr AP2 block	V-ATPase pHluor	cardiac RTF act	RTF Ca sens inh	Pemphigus Ab inh
COC1=CC2C3Cc4ccc(OC)c(O)c4C2(CCN3C)CC1=O (stereo unspecified)	3.7	-0.7	3.1	-0.8	0.7	-4.3	3.8	1.9	-5.2	102.8
COc1ccc(-c2nn(CCC#N)cc2C(=O)Nc2ccccc2Br)cc1	-0.6	-2.0	9.5	1.7	-0.7	-6.6	-3.4	-8.9	-4.7	102.0
CC(C)(C)P(=O)(NCc1ccccc1)c1ccccc1 (stereo unspecified)	-5.0	-1.6	8.3	2.9	0.7	20.3	-0.2	3.0	-0.9	97.1
N#CCCn1cc(C(=O)Nc2ccccc2Cl)c(-c2ccc([N+](=O)[O-])cc2)n1	-2.7	-2.7	13.6	-3.8	0.4	5.7	-1.3	6.4	-4.3	86.4
Cn1c(O)c(Cc2cccc(Cl)c2Cl)c(=O)n(C)c1=O	-0.2	-1.4	6.6	-4.3	1.4	-2.7	0.2	-3.7	-3.5	105.0
CCCc1nc2ccccc2c(=O)n1-c1ccccc1OC	.	-2.6	14.0	0.7	-0.1	-11.6	0.2	4.6	-9.2	247.9
CC(=O)c1cn(Cc2ccc(F)cc2)c2ccccc12	-0.1	-0.3	1.3	1.7	-0.4	25.3	-1.1	-1.7	1.9	96.7
Cc1ccc(N2Cc3ccccc3C2=N)cc1[N+](=O)[O-]	-3.0	-2.3	11.4	-3.2	-0.7	7.3	-2.7	-3.6	-1.9	100.3
CC(C)Cn1cc(C(=O)N2CCC3(CC2)OCCO3)c2c3ccccc3n(C)c2c1=O	.	0.9	-5.0	0.1	0.1	8.4	5.0	0.2	-7.2	96.6
CN1CCCC(C(=O)c2ccccc2)C1 (stereo unspecified)	.	-1.1	7.0	3.4	2.2	31.1	-1.1	-5.1	-0.5	.
O=C(c1ccccc1F)c1cn(CC(=O)N2CCOCC2)c2ccccc12	-3.2	-1.6	9.1	-1.7	-0.9	3.7	-3.4	-0.9	-5.0	100.2
CCCCn1c(O)c(C(C)=NCc2ccc(F)cc2)c(=O)[nH]c1=O	.	0.8	-4.3	-7.1	-0.3	-3.4	-4.6	-2.2	3.6	89.3
CCN1CCN(Cc2cc(OC)c3c(c2)OCO3)CC1	0.3	-3.2	15.6	-4.8	3.4	0.5	6.1	-3.0	1.3	117.5
C#CCN[C@H](C)Cc1ccccc1	-2.9	-0.4	2.1	0.5	-0.1	-4.2	6.6	5.7	2.6	112.4
C/C(=N\NC(=O)c1ccccc1O)c1c(O)n(C2CCCCC2)c(=O)[nH]c1=O	1.1	-4.2	22.0	0.2	1.6	29.0	4.3	-6.3	-1.4	100.8
CNC(=O)Oc1cc2c(cc1C(C)(C)C)CCC2	-5.8	7.7	-40.2	-4.9	-0.9	1.1	2.6	1.3	-7.0	114.6
CCC1CN1P(=O)(c1ccccc1)N1CC1CC (stereo unspecified)	-2.7	-3.0	14.9	-0.8	0.2	14.4	-3.0	-3.0	-0.9	93.3
COc1ccc(NC(c2ccccc2F)P(=O)(Oc2ccccc2)Oc2ccccc2)cc1 (stereo unspecified)	-16.0	1.0	-7.5	-1.8	-0.5	3.1	-3.4	0.1	-8.6	93.7
CC(=O)OC1C(=O)OCC23CCC4(C)OC4C2OC2CC(OC(=O)C=CC=CC(=O)OCCC1C)C3(C)C21CO1 (stereo unspecified)	0.8	-2.7	11.7	-5.4	-1.7	11.7	6.9	2.5	-9.0	101.0
Cc1[nH]c2ccccc2c1CCNCc1ccco1	-1.5	-3.5	18.1	-2.2	1.5	-11.8	-1.3	0.4	-3.6	102.7
COC(=O)C1=C(c2cc3ccccc3s2)C[C@@H]2CC[C@H]1N2C(=O)NC1CC1	11.2	-1.1	6.4	1.5	-1.9	4.9	0.7	-1.8	-5.4	99.4
CCSC(=O)N1CCCCCC1	5.8	-0.7	3.5	-1.5	-1.0	23.3	-2.9	-1.2	-2.5	101.2
CN(C)CC1CCCCC1OC(=O)c1ccc(Cl)c(Cl)c1 (stereo unspecified)	3.8	4.2	-28.6	-6.4	-1.4	.	4.2	-4.3	-10.2	111.2
COc1cc(/C=N/NC(=O)Cn2c([N+](=O)[O-])cnc2C)ccc1OC(=O)N(C)C	0.7	-0.5	3.0	-4.2	0.3	25.9	-3.7	-2.4	-3.0	104.3
COC(=O)C1=C(c2ccc(-c3ccccc3)c(F)c2)C[C@@H]2CC[C@H]1N2C(=O)NCCOc1ccccc1Cl	-11.8	0.2	-0.8	-0.3	3.6	2.8	3.0	-5.3	-2.6	98.4
C[C@]12CCC3C(CCC4=C/C(=N/OCC(=O)NC(CCC(=O)O)C(=O)O)CC[C@@]43C)C1CCC2O (stereo partly specified)	5.1	-3.5	16.0	-3.0	0.1	2.2	3.9	-4.8	4.5	106.3
O=c1c2ccccc2nc(C[n+]2ccccc2)n1-c1cccc(C(F)(F)F)c1	-3.5	-2.2	13.7	-5.4	-1.0	-5.0	0.7	2.2	-5.3	89.6
COc1cc2c(cc1OC)C13CCN4CC5=CCOC6CC(=O)N2C1C6C5C3C4 (stereo unspecified) (tested in a mixture with another compound)	2.9	-2.6	12.8	-4.4	-1.8	-9.5	2.0	-5.6	0.7	121.8
CCOC(=O)c1sc(/N=C/c2c(O)n(-c3cccc(C)c3)c(=O)[nH]c2=O)c(C#N)c1C	.	-2.1	11.0	-16.5	-7.9	-7.6	-2.1	10.9	-20.6	107.6

Rewritten bar-delimited: entries from further up
smiles | Wnt act | MOR-DOR ag | OPRM1-OPRD1 inv | Keap1-Nrf2 PPI | C-LANA FP | Arr AP2 block | V-ATPase pHluor | cardiac RTF act | RTF Ca sens inh | Pemphigus Ab inh
CC(C)(C)P(=O)(NCc1ccccc1)c1ccccc1 (stereo unspecified) | -5.0 | -1.6 | 8.3 | 2.9 | 0.7 | 20.3 | -0.2 | 3.0 | -0.9 | 97.1
N#CCCn1cc(C(=O)Nc2ccccc2Cl)c(-c2ccc([N+](=O)[O-])cc2)n1 | -2.7 | -2.7 | 13.6 | -3.8 | 0.4 | 5.7 | -1.3 | 6.4 | -4.3 | 86.4
Cn1c(O)c(Cc2cccc(Cl)c2Cl)c(=O)n(C)c1=O | -0.2 | -1.4 | 6.6 | -4.3 | 1.4 | -2.7 | 0.2 | -3.7 | -3.5 | 105.0

Compound activity as filed in PubChem.

Not all compounds are listed; count on the stated rates, not on these rows.
